FLuc counter – counter-screen for miR-21 project: firefly luciferase inhibitors or activators; P08659; purified FLuc, Km substrates, luminescence inhibition; Potency, µM (doses to about 57.5 µM), for the others: at the highest dose activity change, negative = inhibition, actives largely listed as inhibitors; 360,000 tested, 6.9% active;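 also: plate controls were vehicle for no effect and reference inhibitor for full effect; nearly all actives have a fitted effect of over 55% in size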
Target sequence (P08659 whole entry, looked up): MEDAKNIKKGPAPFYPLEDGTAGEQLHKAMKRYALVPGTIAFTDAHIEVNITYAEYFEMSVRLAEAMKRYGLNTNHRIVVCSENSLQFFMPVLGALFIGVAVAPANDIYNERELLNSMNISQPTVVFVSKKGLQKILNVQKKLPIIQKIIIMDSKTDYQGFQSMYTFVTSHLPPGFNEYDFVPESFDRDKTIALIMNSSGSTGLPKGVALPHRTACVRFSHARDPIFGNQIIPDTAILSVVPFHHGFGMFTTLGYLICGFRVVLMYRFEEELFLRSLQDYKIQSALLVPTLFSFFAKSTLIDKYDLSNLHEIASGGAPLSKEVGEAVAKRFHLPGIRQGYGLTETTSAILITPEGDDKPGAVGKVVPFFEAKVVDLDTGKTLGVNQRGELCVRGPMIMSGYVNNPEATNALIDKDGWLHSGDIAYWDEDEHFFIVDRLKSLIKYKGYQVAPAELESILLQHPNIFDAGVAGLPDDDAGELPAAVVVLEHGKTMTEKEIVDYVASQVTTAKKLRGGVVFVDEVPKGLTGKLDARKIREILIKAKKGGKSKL
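Biochemical qHTS of compounds, final roughly 60 µM downward over six points, against 10 nM purified firefly luciferase using Km concentrations of substrates (10 uM D-luciferin, 10 uM ATP) in Tris acetate pH 7.5 buffer; luminescence output.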
RORgamma inh – inhibitors of mouse ROR gamma transcriptional activity | P51450 | Drosophila S2 Gal4-RORgamma UAS-luciferase reporter, 20 h | Potency, µM (doses to about 53.6 µM), inactives show top-dose activity change, negative = inhibition, hits mostly inhibitors | 310,000 tested, 5.4% active | AID 2551; also: nearly all actives have a fitted effect of over 60% in size
Target sequence (P51450 whole entry, looked up, the tested form may be a part): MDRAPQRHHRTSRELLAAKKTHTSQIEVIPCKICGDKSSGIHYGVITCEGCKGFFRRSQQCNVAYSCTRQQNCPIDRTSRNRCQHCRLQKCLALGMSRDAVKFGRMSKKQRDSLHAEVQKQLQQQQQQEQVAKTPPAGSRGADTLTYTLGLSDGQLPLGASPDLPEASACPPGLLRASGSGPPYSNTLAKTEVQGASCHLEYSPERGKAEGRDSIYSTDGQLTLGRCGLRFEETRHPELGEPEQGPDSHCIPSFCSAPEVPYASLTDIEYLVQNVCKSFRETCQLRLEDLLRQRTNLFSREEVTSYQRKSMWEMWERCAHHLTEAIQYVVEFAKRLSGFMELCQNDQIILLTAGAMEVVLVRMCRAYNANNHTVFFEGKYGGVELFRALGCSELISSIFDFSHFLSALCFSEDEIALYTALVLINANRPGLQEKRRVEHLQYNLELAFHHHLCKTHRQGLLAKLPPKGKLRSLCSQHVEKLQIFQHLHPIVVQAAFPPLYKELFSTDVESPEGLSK
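Drosophila Schneider cells stably carrying a metallothionein-driven Gal4 DBD–ROR gamma fusion and a UAS-Photinus luciferase reporter were exposed to compound for 1 hr, then induced with copper sulfate (700 uM final) for 20 hr at ambient temperature before luminescence reading.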
VP16 counter – inhibits Gal4-VP16 luciferase reporter, ROR gamma counter-screen. Potency, µM (titrated, usually from 53.6 µM), for the others: at the top dose activity, negative = inhibition, usual class: inhibitors. 310,000 tested, 3.5% active. AID 2546. Drosophila S2 Gal4-VP16 UAS-luciferase, luminescence, 20 h;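 also: Gal4-VP16 expression switched on by copper sulfate through the metallothionein promoter; nearly all actives have a fitted effect of over 50% in size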
Active calls of the source: *; ? = inconclusive; . = not tested or not shown; & = joins results of further samples; [ ] = dose if it differs, or a comment. Calls follow the shape of the dose curve; as a rule, active = well fitted curve in the direction sought with a large enough effect; inconclusive = small, poorly fitted or top-dose-only effect, or another doubt; inactive = no such curve, though single readings can be large; an effect the other way counts as inactive or inconclusive. Unless noted, % is scaled to controls: 0 for no effect and ±100 for the full control effect; potency is read from the fitted curve at half-maximal effect. A portion of the library, so the mix of outcomes need not match the whole.

SMILES | FLuc counter | RORgamma inh | VP16 counter
O=C(NCCCCN1CCOCC1)c1cc2ccccc2o1 | . | 8% | -5%
CCCCNc1nc(C)nc2c1nc(-c1ccccc1)n2CCN1CCCC1 | . | -41% | -3%
CCN1CCCC1=O | . | 10% | 5%&3%
COC(=O)NC(/C=C/c1ccccc1)[C@]1(C(C)=O)CCCC1=O (stereo partly drawn) | . | 9%[10 µM] | -1%[10 µM]
CC(=O)C[C@H](c1ccc([N+](=O)[O-])cc1)c1c(O)c2ccccc2oc1=O | . | 4%[2.98 µM] | -4%[17 µM]
O=c1c(-c2cccs2)nc2cnc(N3CCOCC3)nc2n1-c1ccccc1 | . | 21% | -9%
O=C(CCCCCN1C(=O)c2cccc3cccc(c23)C1=O)NO | . | ? | -11%
CS(=O)(=O)N1CCC2(CCN(Cc3nccs3)CC2)CC1 | . | 11% | 2%
Cc1noc(C)c1-c1cc(NC2CCNCC2)ncn1 | . | -16% | -5%
COc1ccc(Oc2ncc3nc(CCc4ccccc4)c(=O)n(C)c3n2)cc1 | . | 22% | 6%
O=c1cnc2cnc(N3CCNCC3)nc2n1Cc1ccc(F)cc1 | . | -6% | -5%
C=CCC(C)(O)c1ccco1 (stereo not drawn) | . | 17% | 0%
Nc1cccc2c1CN(C1CCC(=O)NC1=O)C2=O (stereo not drawn) | . | -14% | -2%
Cc1nc(NCCO)c2nc(-c3ccccc3)n(CCN(C)C)c2n1 | . | -35% | 1%
COCCn1c(=O)cnc2cnc(Oc3ccccc3)nc21 | . | 12% | 13%
COc1ccc(-c2nc(-c3ccccc3)c(NC(C)(C)C)o2)cc1 | . | 4%&9% | 0%&0%
O=C(Oc1ccccc1)N1CCC[C@@]2(CCN(c3ccccc3)C2)C1 | . | 26% | -2%
COC(=O)C/C=C\[C@@H](C)[C@@H](/C=N\OC[C@@H](O)[C@H]1O[C@H]2OC(C)(C)O[C@H]2[C@@H]1O)NS(=O)(=O)c1ccc(C)cc1 | . | -8%[10 µM] | 8%[10 µM]
N[C@]1(C(=O)O)CCc2cc(P(=O)(O)O)ccc21 | . | 21% | -1%
COc1cccc(-c2cc(NCc3cccs3)ncn2)c1 | . | -32% | 10%
O=C(O)Cc1cccc(OCCCN(Cc2cccc(C(F)(F)F)c2Cl)CC(c2ccccc2)c2ccccc2)c1 | . | -31% | ?
O=c1c(-c2ccccc2)coc2cc(O)cc(O)c12 | . | 37% | -12%
CC1(O)/C=C\C=C(\CO)C2CC(C)(C)C2(O)CC1 (stereo not drawn) | . | 0% | -9%
O=C(Nc1ccccc1)N1CCCC2(CCN(S(=O)(=O)c3ccccc3)CC2)C1 | . | 10% | 3%

21 of these compounds, set out differently:
| mol | FLuc counter | RORgamma inh | VP16 counter |
| --- | --- | --- | --- |
| COC(=O)NC(/C=C/c1ccccc1)[C@]1(C(C)=O)CCCC1=O (stereo partly drawn) | . | 9%[10 µM] | -1%[10 µM] |
| CC(=O)C[C@H](c1ccc([N+](=O)[O-])cc1)c1c(O)c2ccccc2oc1=O | . | 4%[2.98 µM] | -4%[17 µM] |
| O=c1c(-c2cccs2)nc2cnc(N3CCOCC3)nc2n1-c1ccccc1 | . | 21% | -9% |
| O=C(CCCCCN1C(=O)c2cccc3cccc(c23)C1=O)NO | . | ? | -11% |
| CS(=O)(=O)N1CCC2(CCN(Cc3nccs3)CC2)CC1 | . | 11% | 2% |
| Cc1noc(C)c1-c1cc(NC2CCNCC2)ncn1 | . | -16% | -5% |
| COc1ccc(Oc2ncc3nc(CCc4ccccc4)c(=O)n(C)c3n2)cc1 | . | 22% | 6% |
| O=c1cnc2cnc(N3CCNCC3)nc2n1Cc1ccc(F)cc1 | . | -6% | -5% |
| C=CCC(C)(O)c1ccco1 (stereo not drawn) | . | 17% | 0% |
| Nc1cccc2c1CN(C1CCC(=O)NC1=O)C2=O (stereo not drawn) | . | -14% | -2% |
| Cc1nc(NCCO)c2nc(-c3ccccc3)n(CCN(C)C)c2n1 | . | -35% | 1% |
| COCCn1c(=O)cnc2cnc(Oc3ccccc3)nc21 | . | 12% | 13% |
| COc1ccc(-c2nc(-c3ccccc3)c(NC(C)(C)C)o2)cc1 | . | 4%&9% | 0%&0% |
| O=C(Oc1ccccc1)N1CCC[C@@]2(CCN(c3ccccc3)C2)C1 | . | 26% | -2% |
| COC(=O)C/C=C\[C@@H](C)[C@@H](/C=N\OC[C@@H](O)[C@H]1O[C@H]2OC(C)(C)O[C@H]2[C@@H]1O)NS(=O)(=O)c1ccc(C)cc1 | . | -8%[10 µM] | 8%[10 µM] |
| N[C@]1(C(=O)O)CCc2cc(P(=O)(O)O)ccc21 | . | 21% | -1% |
| COc1cccc(-c2cc(NCc3cccs3)ncn2)c1 | . | -32% | 10% |
| O=C(O)Cc1cccc(OCCCN(Cc2cccc(C(F)(F)F)c2Cl)CC(c2ccccc2)c2ccccc2)c1 | . | -31% | ? |
| O=c1c(-c2ccccc2)coc2cc(O)cc(O)c12 | . | 37% | -12% |
| CC1(O)/C=C\C=C(\CO)C2CC(C)(C)C2(O)CC1 (stereo not drawn) | . | 0% | -9% |
| O=C(Nc1ccccc1)N1CCCC2(CCN(S(=O)(=O)c3ccccc3)CC2)C1 | . | 10% | 3% |

(further entries)
SMILES | FLuc counter | RORgamma inh | VP16 counter
CCC/C=C(\CCC)C(NC(=O)c1cccs1)c1ccc(C(=O)OC)cc1 (stereo not drawn) | . | 38% | -2%
C[C@@]12CC[C@@H]3c4ccc(O)cc4CC[C@H]3[C@H]1CC[C@H]2O | . | -29%[16.9 µM] | -2%[17 µM]
O=S(=O)(c1ccccc1)N1CCC2(CCCN(Cc3ccccc3)C2)CC1 | . | 9% | -4%
O=C(O)[C@H]1O[C@@H](Oc2ccc3ccc(=O)oc3c2)[C@H](O)[C@@H](O)[C@@H]1O | . | 0% | 4%
COc1ccc(/C=C/c2ccccc2)cc1C1C2C=CCC(C)C2C(=O)N1Cc1ccccc1 (stereo not drawn) | . | 14% | -3%
CCOC(=O)C1Oc2ccccc2C(c2ccccc2)=C1C(C)=O (stereo not drawn) | . | -11% | -5%
CC(Nc1oc(-c2ccccc2)nc1-c1ccc(C(F)(F)F)cc1)c1ccccc1 (stereo not drawn) | . | 18% | 5%
CN(C)C1CCc2[nH]c3ccc(NC(=O)c4ccc(F)cc4)cc3c2C1 (stereo not drawn) | . | -5% | 2%
CCC(=O)CC(NC(=O)OC)c1ccc(F)cc1 (stereo not drawn) | . | 8%[10 µM] | -8%[10 µM]
CSCC[C@H](NC(=O)[C@H](CC(C)C)N1CCC(NC(=O)[C@@H](NC(=O)[C@H](Cc2ccccc2)NC(=O)[C@H](CO)NC(=O)[C@H](CC(=O)O)NC(=O)[C@@H](N)CCCCN)C(C)C)C1=O)C(N)=O (stereo partly drawn) | . | -2% | 6%
CC(C)NC(=O)N1CCC2(CC1)CCN(C(=O)c1ccco1)CC2 | . | -27% | 19%
CC(=O)OC1CC2C(C)(C)CCC(=O)[C@@]2(C)C2CC[C@@]3(C)C(c4ccoc4)OC(=O)C4OC43[C@]12C (stereo partly drawn) | . | 7% | -1%
Cn1cccc1C(=O)N1CCC[C@@]2(CCN(c3cccc(-c4ccccc4)c3)C2)C1 | . | 15% | 24%
Cc1ccccc1-c1cncnc1N1CCN(C)CC1 | . | -12% | -5%
CCCn1c(-c2ccc(F)cc2)nc2c(NCCN3CCCC3)nc(C)nc21 | . | -12% | 3%
CN(Cc1ccco1)c1cc(-c2ccc3c(c2)OCO3)ncn1 | . | -34% | -18%
Cc1noc(C)c1-c1cncnc1NCc1ccccc1 | . | 25% | -13%
Oc1ccccc1C=NCc1ccccc1 | . | -18% | -12%
O=C1[C@H]2[C@H]3[C@H](O)[C@H](O)C/C(=N/OC[C@@H](O)COCc4ccco4)[C@H]3CC[C@@H]2C(=O)N1Cc1ccc2c(c1)OCO2 | . | 0%[10 µM] | -5%[10 µM]
CC(C)(N)C(=O)N[C@@H](Cc1cnc[nH]1)C(=O)N[C@H](Cc1ccc2ccccc2c1)C(=O)N[C@H](Cc1ccccc1)C(=O)N[C@@H](CCCCN)C(N)=O | . | 1% | -9%
COc1cc2c(c(OC)c1OC)-c1c(cc3c(c1OC)OCO3)CC(C)C(C)C2 (stereo not drawn) | . | 34% | 6%
COC(=O)[C@@H](NC(=O)O[C@@H]1C(=O)c2ccc(OC)cc2O[C@H]1c1ccc2c(c1)OCO2)C(C)C | . | 16% | 7%
CC(=O)OC1CC2C(C)(C)C(=O)CC[C@]2(C)C2CC[C@@]3(C)C(c4ccoc4)OC(=O)C4OC43[C@]12C (stereo partly drawn) | . | 10% | 13%
c1ccc2c(NCCN3CCOCC3)nc(-c3ccoc3)nc2c1 | . | 7% | 1%
CCC[C@@H]1C[C@@]1(CCC)C(NC(=O)c1cccs1)c1ccc(Cl)cc1 (stereo partly drawn) | . | 1% | -19%
Cc1cccc([C@H]2[C@@H]3C=CC(C)C[C@@H]3C(=O)N2Cc2ccccc2)c1 (stereo partly drawn) | . | 11% | -15%
Cc1noc(C)c1-c1ccc2ncnc(NC3CC3)c2c1 | . | -25% | -16%
CNc1nc(-c2ccccc2Cl)nc2ccccc12 | . | 39% | -16%
O=C1CCCC1C(O)c1ccc2ccccc2c1 (stereo not drawn) | . | -9% | -7%
OC[C@H]1NC[C@H](O)[C@@H](O)[C@H]1O | . | 3% | -10%
CC(C)CCCC(C)C1CCC2C3CC=C4CC(O)CCC4(C)C3CCC12C (stereo not drawn) | . | 9% | 1%
O=c1c(-c2ccc(Cl)cc2)nc2cnc(N3CCNCC3)nc2n1CCc1ccccc1 | . | -8% | -26%
O=C1C(CCC(O)c2ccc(F)cc2)C(c2ccc(O)cc2)N1c1ccc(F)cc1 (stereo not drawn) | . | 25% | -5%
Cc1noc(C)c1-c1ccc2ncnc(NC3CCCc4ccccc43)c2c1 (stereo not drawn) | . | 28µM* | -4%
COC(=O)CCC(=O)OC1(C)C(=O)C=C2C=C(C3CC3)OC=C2C1=O (stereo not drawn) | . | 24% | 2%
O=C(NC1CCCC1)c1ccc(CSc2nc3ccncc3n2Cc2cccc(F)c2)cc1 | -19% | . | .
Cc1cc(C)cc(NC(=O)C2CCN(S(=O)(=O)c3c(C)noc3/C=C/c3ccco3)CC2)c1 | -2% | . | .
COc1ccccc1NC(=O)CSc1oc(-c2ccc(F)cc2)nc1S(=O)(=O)c1ccc(Br)cc1 | 2% | . | .
COc1ccc(-c2cn3c(n2)sc2cc(C(=O)Nc4ccc(C)cc4C)ccc23)cc1 | -1% | . | .
COc1ccc(-n2nc3cc(C)c(NC(=O)Cc4ccc(Cl)cc4)cc3n2)cc1 | -11% | . | .
COc1ccc(CNC(=O)c2cc3cccc4c3n2CC(C)S4)cc1OC (stereo not drawn) | -14% | . | .
CCOC(=O)c1c(NC(=O)Cc2coc3cc(C)ccc23)sc2c1CCCC2 | -12% | . | .
Cn1c2ccccc2c2c(C(=O)N3CCN(c4cccc(Cl)c4)CC3)cn(C3CCCCC3)c(=O)c21 | -2% | . | .
Cn1c(=O)c2c(-c3ccccc3)n3c(c2n(C)c1=O)C(c1cc(Cl)ccc1O)Nc1ccccc1-3 (stereo not drawn) | -1% | . | .
COc1ccc(Br)cc1CNC(=O)C1CCCCN1S(=O)(=O)c1ccc(F)cc1 (stereo not drawn) | -10% | . | .
O=S(=O)(Nc1ccc(-c2ccc(N3CCCC3)nn2)cc1)c1cc(F)ccc1F | ? | . | .
Cc1ccc(NC(=O)/C(C#N)=C/c2ccccc2Cl)cc1C | 11µM* | . | .
CCOC(=O)c1cccc(NC(=O)Cn2c(=O)c3cccn3c3ccccc32)c1 | -9% | . | .

Reprinted at random: 2 compounds from above.
SMILES | FLuc counter | RORgamma inh | VP16 counter
CCOC(=O)c1cccc(NC(=O)Cn2c(=O)c3cccn3c3ccccc32)c1 | -9% | . | .
Cc1ccc(NC(=O)/C(C#N)=C/c2ccccc2Cl)cc1C | 11µM* | . | .

The results go on.
SMILES | FLuc counter | RORgamma inh | VP16 counter
O=C(c1cccs1)N(Cc1cccnc1)c1nc2c(F)cc(F)cc2s1 | -3% | . | .
Cn1cc(S(=O)(=O)N2CCc3ccccc32)cc1C(=O)Nc1ccc(C(F)(F)F)cc1 | -1% | . | .
Cc1cc(C)cc(NC(=O)Cn2nnc(-c3nc(-c4ccncc4)no3)c2N)c1 | -6% | . | .
CCOC(=O)c1cccc(NC(=O)C2=C(C)C(=O)OC23CCCCC3)c1 | 12% | . | .
CCOc1ccccc1CNC(=O)c1cc2c(=O)n(Cc3ccco3)ccc2nc1C | 3% | . | .
Cc1cc2c(c3oc(=O)c4ccccc4c13)CN(Cc1ccc(F)cc1)CO2 | -11% | . | .
O=C(CCc1nnc2n(Cc3ccccc3Cl)c(=O)c3ccccc3n12)Nc1ccc(F)cc1 | -1% | . | .
COc1ccc(CC(=O)NCCc2csc3nc(-c4ccccc4F)nn23)cc1 | -7% | . | .

Assay outcomes deposited in PubChem BioAssay by National Center for Advancing Translational Sciences (NCATS).
